KCNQ1 block = inhibitors of human KCNQ1 potassium channel; P51787; CHO-K1 KCNQ1, FluxOR thallium flux fluorescence; hits give high values; B-score at 10 µM; actives 1.3% (n = 310,000); AID 2642;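 active means compounds whose thallium flux B-score, printed positive for inhibition, exceeds three library SD while starting fluorescence stays within three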;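 further: channel opened by potassium depolarization with thallium stimulus after 20 min compound exposure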
HDAC3 inhib = inhibitors of human histone deacetylase 3. actives 0.15% (n = 320,000). inhibition, % at 8.3 µM. AID 2718. O15379. recombinant HDAC3, fluorogenic peptide/trypsin coupled, fluorescence; in the data active means inhibition above about 26%, passing the limit was not always enough
TMEM16A act = activates or potentiates the mouse TMEM16A chloride channel. Q8BHY3. HEK293 TMEM16A/YFP-H148Q/I152L, iodide quench fluorescence; hits give low values. B-score at 10 µM. actives 0.3% (n = 340,000). AID 623877;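 active means fluorescence-ratio B-score plate-corrected deviation score at least 3 library SD below zero, with starting fluorescence score within 5 deviations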;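 further: channel opened by trigger with iodide after compound preincubation; score built on the fluorescence ratio of max minus min over baseline; more negative score means more quench and so TMEM16A activation or potentiation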
KCNQ1 act = human KCNQ1 channel potentiation or activation; B-score at 10 µM; CHO-K1 KCNQ1, thallium flux FluxOR fluorescence; hits give high values; P51787; actives 0.35% (n = 310,000);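 active means fluorescence ratio B-score, a plate-corrected score, at least three library SD, with initial intensity B-score within 5 SD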
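assay system = KCNQ1-transfected CHO-K1 cells | medium = assay buffer with matched DMSO | probe or stimulus = depolarizing K+/Tl+ stimulus, K2SO4 and Tl2SO4 each 12.5 mM in 5x stock | dosing = single dose | incubation = dye 90 min, compound 20 min, room temperature | detection = kinetic FluxOR fluorescence, 10 s baseline plus 110 s post-stimulus | evaluation = ratio B score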
TRPC4 PAM = allosteric potentiators of mouse TRPC4 channel | Q9QUQ5 | HEK293 TRPC4beta/mu-opioid, DAMGO EC20, Fluo-4 Ca2+ flux; hits give high values | B-score at 10 µM | actives 0.42% (n = 310,000);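 active means B-score of calcium response area above 5 SD of library B-scores, with initial fluorescence ratio within 5 SD of library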;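 further: B-score of integrated fluorescence ratio over time as area under calcium response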
TRPC4 agonist = activators of mouse TRPC4 channel; HEK293 TRPC4beta/mu-opioid, Fluo4 calcium fluorescence; hits give high values; B-score at 10 µM; actives 0.49% (n = 310,000);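 active means B-score above 5 SD of library B-scores, and initial fluorescence ratio not above library mean plus 5 SD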;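 further: positive B-score marks a calcium rise read as TRPC4 activation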
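Technique: kinetic Fluo4 calcium fluorescence; Test system: TRPC4beta and mu-opioid receptor HEK293 stable cells; Measure: B-scored integrated calcium fluorescence ratio; Benchmarks: low control buffer alone, high control maximal DAMGO; Schedule: 45 min room-temperature Fluo4 loading, 110 s read.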
KCNK9 inh = human KCNK9 channel inhibition. Q9NPC2. HEK293 KCNK9, FluxOR thallium flux fluorescence; hits give low values. B-score at 10 µM. actives 1.2% (n = 310,000). AID 488922;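 active means ratio B-score over 3 SD below the library mean, with starting fluorescence within 5 SD of its mean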;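 further: negative B-score means less thallium flux so channel inhibition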
DYRK1A inh = blocks rat Dyrk1A kinase activity. ADP-Glo luminescence, NFATc1 peptide. inhibition, % at 12.5 µM. actives 0.43% (n = 310,000). AID 504441; in the data active means inhibition above about 50%;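 further: plate controls were vehicle with enzyme for no effect and no enzyme for full effect; many of its hits are not listed in these tables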
KCNK3 inh = human KCNK3 channel inhibition, primary screen. actives 0.84% (n = 340,000). AID 602410. CHO-KCNK3 thallium flux, FluxOR fluorescence; hits give low values. B-score at 10 µM;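 active means B-score under library mean minus 4 SD, starting fluorescence ratio at most library mean plus 5 SD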;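 further: more negative B-score means stronger inhibition of thallium flux through KCNK3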
ANO1 block = inhibitors of mouse TMEM16A calcium-activated chloride channel; actives 1.2% (n = 310,000); Q8BHY3; HEK293 TMEM16A/YFP iodide influx fluorescence, ionomycin; normalized B-score (activity score, 25-100; higher = stronger inhibition) at 10 µM;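 active means ratio plate-corrected score three or more library SD toward inhibition, starting fluorescence score within five deviations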;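 further: score derived from kinetic fluorescence span divided by baseline fluorescence per well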
hERG rescue = compounds protecting human hERG from proarrhythmic drug block. Q12809. CHO-hERG, FluxOR thallium flux, dofetilide IC70 present. activation (rescue from dofetilide block), less the hit threshold, % at 10 µM. actives 0.51% (n = 310,000). AID 1511;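 active means activation above the mean of controls blocked by dofetilide plus 5 SD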;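 further: thallium influx through hERG after potassium depolarization seen as dye fluorescence rise; in these data hits start at about 4.7%; inactives centre near -7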
Target sequence (Q12809 whole entry, looked up): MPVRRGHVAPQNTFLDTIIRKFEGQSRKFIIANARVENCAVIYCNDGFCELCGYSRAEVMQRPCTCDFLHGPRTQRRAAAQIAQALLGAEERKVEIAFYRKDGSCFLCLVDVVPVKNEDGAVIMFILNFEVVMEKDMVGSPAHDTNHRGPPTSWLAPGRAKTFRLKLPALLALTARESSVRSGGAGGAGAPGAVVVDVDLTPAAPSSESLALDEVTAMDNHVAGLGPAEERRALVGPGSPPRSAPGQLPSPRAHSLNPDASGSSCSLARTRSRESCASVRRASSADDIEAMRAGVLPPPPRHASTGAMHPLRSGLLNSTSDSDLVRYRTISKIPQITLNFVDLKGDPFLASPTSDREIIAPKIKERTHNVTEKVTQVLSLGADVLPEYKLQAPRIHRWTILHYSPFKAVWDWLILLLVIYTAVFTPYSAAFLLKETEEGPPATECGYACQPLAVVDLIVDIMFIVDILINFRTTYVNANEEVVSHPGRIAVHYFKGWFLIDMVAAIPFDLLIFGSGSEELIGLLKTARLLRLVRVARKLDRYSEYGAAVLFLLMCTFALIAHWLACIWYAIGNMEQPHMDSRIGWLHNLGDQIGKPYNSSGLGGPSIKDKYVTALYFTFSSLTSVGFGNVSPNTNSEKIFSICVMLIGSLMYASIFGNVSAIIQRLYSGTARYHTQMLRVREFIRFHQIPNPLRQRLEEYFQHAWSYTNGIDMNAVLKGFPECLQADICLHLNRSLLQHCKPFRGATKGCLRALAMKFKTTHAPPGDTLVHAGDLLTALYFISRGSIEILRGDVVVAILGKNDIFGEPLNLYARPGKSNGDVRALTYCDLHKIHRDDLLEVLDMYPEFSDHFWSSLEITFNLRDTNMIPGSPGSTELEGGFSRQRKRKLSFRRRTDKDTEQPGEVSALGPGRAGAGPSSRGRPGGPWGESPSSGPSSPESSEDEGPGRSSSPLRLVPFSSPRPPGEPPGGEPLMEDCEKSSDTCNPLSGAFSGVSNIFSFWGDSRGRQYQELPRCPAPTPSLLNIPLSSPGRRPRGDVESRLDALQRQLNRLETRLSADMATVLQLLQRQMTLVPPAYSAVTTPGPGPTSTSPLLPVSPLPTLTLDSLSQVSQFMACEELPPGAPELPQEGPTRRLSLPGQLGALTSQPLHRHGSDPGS
An asterisk follows results filed as active; i = inactive; . = no result given.

SMILES | KCNQ1 block | HDAC3 inhib | TMEM16A act | KCNQ1 act | TRPC4 PAM | TRPC4 agonist | KCNK9 inh | DYRK1A inh | KCNK3 inh | ANO1 block | hERG rescue
O=C(COc1ccc(Br)cc1Br)NC(=S)Nc1cccc(CO)c1 | i | 5 | i | i | i | i | i | 0 | i | i | -2
CCn1cc(/C=C(\NC(=O)c2ccccc2F)C(=O)NCCCN2CCOCC2)c2ccccc21 | i | 3 | i | i | i | i | i | . | i | i | -7
CC(=O)NC(N1CCCCC1)C(F)(F)C(F)(F)C(F)(F)C(F)F (stereo not given) | i | 3 | i | i | i | i | i | -1 | i | i | -10
Nc1ccc(C2=Nc3cccc4cccc(c34)N2)cc1 | i | . | i | i | i | i | i | 5 | i | . | -5
COc1ccc(Cl)cc1S(=O)(=O)N1CCC(C(=O)NCCC2=CCCCC2)CC1 | i | -6 | i | i | i | i | i | -5 | i | i | -10
Cc1ccc(CNC(=O)C2CCCN2S(=O)(=O)c2ccc3c(c2)C(C)(C)C(=O)N3C)cc1 (stereo not given) | i | 5 | i | i | i | i | i | 1 | i | i | -10
COc1ccc(C2CC(C)=NN2C=O)cc1OC (stereo not given) | i | -3 | i | i | i | i | i | -8 | i | i | -8
O=c1oc2ccccc2cc1-c1cn(-c2ccccc2)c(=S)[nH]1 | i | -10 | i | i | i | i | i | 4 | i | i | -7
CCCCS(=O)(=O)N1CCC(C(=O)Oc2ccccc2OC)CC1 | i | -4 | i | i | i | i | i | . | i | i | -1
O=C(N/N=C/c1ccccn1)C1CC1 | i | -1 | i | i | i | i | i | 0 | i | i | -8
COc1ccccc1N(CC(=O)Nc1ccc(F)c(F)c1)S(C)(=O)=O | i | -5 | i | i | i | i | i | -7 | i | i | 2
CCn1ncc(/C=N\NC(=O)COc2ccccc2)c1C | i | 4 | i | i | i | i | i | 4 | i | i | -6
O=C(O)C1CCC(N2C(=O)c3cccc([N+](=O)[O-])c3C2=O)CC1 (stereo not given) | i | 2 | i | i | i | i | i | 4 | i | i | -5
N#Cc1nc(Cc2cccc3ccccc23)oc1NCc1ccc2c(c1)OCO2 | i | 7 | i | i | i | i | -11* | 2 | -14* | i | -6
O=C(Nc1ccccc1Cl)C1(c2ccccc2)CC1(Cl)Cl (stereo not given) | i | 8 | i | i | i | i | i | 1 | i | i | -13
COc1ccccc1NS(=O)(=O)c1ccc2oc(=O)ccc2c1 | i | -6 | i | i | i | i | i | 3 | i | i | -2
Cc1ccc(OCC(=O)Nc2ccc3c(c2)nc(CCN2CCOCC2)n3C)cc1 | i | 0 | i | i | i | i | i | 0 | i | i | -7
CC(NC(=O)C1CCC(CNC(=O)[C@@H]2Cc3ccccc3CN2)CC1)c1ccccc1 (stereo not given in full) | i | 1 | i | i | i | i | i | 5 | i | i | -6
O=C1/C(=C/C=C/c2ccccc2)Oc2c1ccc(O)c2CN1CCN(CCO)CC1 | i | 4 | i | i | i | i | i | -2 | i | i | -19
CC(C)(C)C(=O)Nc1nnc(SCC(=O)NC2CCCC2)s1 | i | -2 | i | i | i | i | i | -2 | i | i | -6
CN1C(=O)[C@H]2[C@@H](C3CC3)N3C(=O)CN(Cc4ccc(-c5ccccc5)cc4)C(=O)[C@@]3(C)[C@H]2C1=O | i | -5 | i | i | i | i | i | 2 | i | i | -3
C/C(Cc1ccccc1)=N\NC(=O)CNC(=O)c1ccccc1Br | i | 1 | i | i | i | i | i | -4 | i | i | -11
COc1ccccc1N/C=C1/Sc2cc(Cl)ccc2NC1=O | i | -2 | . | i | i | i | i | . | . | i | -5
C/C(=N\NC(=S)NC1CCCCC1)c1ccc(C)o1 | i | 8 | i | i | i | i | i | 4 | i | i | -7
Cc1ccn2cc(-c3ccc(NS(=O)(=O)c4ccccc4)cc3)nc2c1 | i | . | i | i | i | i | i | -11 | i | i | -4
Cc1c(C)c2cc3c(C)coc3cc2oc1=O | i | 0 | i | i | i | i | i | 8 | i | i | -10
Nc1c(C(=O)NCc2ccc3c(c2)OCO3)nnn1-c1ccc(OC(F)(F)F)cc1 | i | 4 | i | i | i | i | i | 5 | i | i | -13
O=C(COC(=O)c1cc(-c2ccc(Cl)s2)nc2ccccc12)NCc1ccco1 | i | -9 | i | i | i | i | i | 2 | i | i | -19
CCCNc1nc2c(c(=O)[nH]c(=O)n2C)n1CCc1ccccc1 | i | -1 | i | i | i | i | i | 6 | i | i | -3
Nn1c(SCC(=O)Nc2ccc3c(c2)OCO3)nnc1C1CC1 | i | -1 | i | i | i | i | i | -5 | i | i | -15

The results go on:
SMILES | KCNQ1 block | HDAC3 inhib | TMEM16A act | KCNQ1 act | TRPC4 PAM | TRPC4 agonist | KCNK9 inh | DYRK1A inh | KCNK3 inh | ANO1 block | hERG rescue
CC(C)CN(C(=O)CN(C)S(=O)(=O)c1ccc(Cl)cc1)C1CCS(=O)(=O)C1 (stereo not given) | i | -8 | i | i | i | i | i | -3 | i | i | -9
COc1ccccc1N1CCN(C(=O)CCN2C(=O)c3cccc4cccc(c34)C2=O)CC1 | i | -3 | i | i | i | i | i | 1 | i | i | -11
CC1CCCCC12NC(=O)N(CC(=O)Nc1cccnc1Cl)C2=O (stereo not given) | i | -11 | i | i | i | i | i | 0 | i | i | -4
COC(C[C@@H]1O[C@@H]1[C@@H](O)COCc1ccccc1)OC | i | . | i | i | i | i | i | -5 | i | . | -10
COc1ccccc1C(=O)Nc1nnc(-c2ccccc2)s1 | i | -2 | i | i | i | i | i | . | i | i | -7
O=c1[nH]c(COc2ccc(Br)cc2Cl)nc2ccccc12 | i | 2 | i | i | i | i | i | -2 | i | i | -8
COC(=O)[C@@H]1CC[C@H](C)[C@@H](c2ccc(C)cc2)N1C(=O)c1ccc(/C=N/O[C@H](C)c2cn([C@@H]3COC[C@H]3O)nn2)cc1 | i | 8 | . | i | i | i | i | . | . | i | -12
CCc1cc(/C(Cc2ccccn2)=N\O)c(O)cc1O | i | 1 | i | i | i | i | i | 8 | i | i | -8
CC(=O)c1cc2c(ccc3ccccc32)oc1=O | i | -1 | i | i | i | i | i | 21 | i | i | -5
O=C(NCC1CCCO1)C1CCCN1C(=O)Nc1ccc(Cl)c(Cl)c1 (stereo not given) | i | -5 | i | i | i | i | i | 2 | i | i | -14
CCOCCCNC(=O)c1c(-c2ccccc2)noc1C | i | -1 | i | i | i | i | i | -24 | i | i | -5
CC(C)c1ccc(/C=N/NC(=O)c2cccc(S(=O)(=O)N3CCOCC3)c2)cc1 | i | 5 | i | i | i | i | i | 3 | i | i | -14
CCCCCN1CC(O)=C(c2nc(-c3ccc(Cl)cc3)cs2)C1=N | i | 3 | i | i | i | i | i | 4 | i | i | -9
CCC(C(=O)NCCc1ccc(OC)cc1OC)n1nc(C)n2c(cc3occc32)c1=O (stereo not given) | i | 1 | i | i | i | i | i | 3 | i | i | -8
CCn1c(SCC(=O)Nc2ccc(F)cc2)nc2ccccc2c1=O | i | 6 | i | i | i | i | i | -6 | i | i | -7
O=C(CN1CCC(NC(=O)c2ccccc2F)CC1)Nc1ccc2c(c1)OCO2 | i | -4 | i | i | i | i | i | 15 | i | i | -9
Cc1ccc2oc3c(c(=O)c2c1)C(c1cccc(Cl)c1)N(CCCN1CCOCC1)C3=O (stereo not given) | i | 3 | i | i | i | i | i | -2 | i | i | -16
CCOC(=O)CCC(=O)Nc1ccccc1C(N)=O | i | 2 | i | i | i | i | i | -5 | i | i | -10
O=C(/C=C/c1ccccc1)N1CCCN(C(=O)/C=C/c2ccccc2)CC1 | i | 0 | i | i | i | i | i | -3 | i | i | -16
CSc1ccccc1NC(=O)CN1CCCCC1 | i | -2 | i | i | i | i | i | -3 | i | i | -9
COc1cc(/C=c2/sc3nc(-c4ccccc4)c(-c4ccccc4)n3c2=O)cc(OC)c1OC | i | 2 | i | i | i | i | i | -2 | i | i | -14
COc1ccccc1NC(CC(=O)c1ccccc1)C(=O)OCC(=O)c1ccc(Br)cc1 (stereo not given) | i | 7 | i | i | i | i | i | . | i | i | -15

14 structures out of the list, ordered by SMILES length, low to high.
SMILES | KCNQ1 block | HDAC3 inhib | TMEM16A act | KCNQ1 act | TRPC4 PAM | TRPC4 agonist | KCNK9 inh | DYRK1A inh | KCNK3 inh | ANO1 block | hERG rescue
CSc1ccccc1NC(=O)CN1CCCCC1 | i | -2 | i | i | i | i | i | -3 | i | i | -9
Cc1c(C)c2cc3c(C)coc3cc2oc1=O | i | 0 | i | i | i | i | i | 8 | i | i | -10
CCOC(=O)CCC(=O)Nc1ccccc1C(N)=O | i | 2 | i | i | i | i | i | -5 | i | i | -10
CCn1ncc(/C=N\NC(=O)COc2ccccc2)c1C | i | 4 | i | i | i | i | i | 4 | i | i | -6
COc1ccccc1C(=O)Nc1nnc(-c2ccccc2)s1 | i | -2 | i | i | i | i | i | . | i | i | -7
CC1CCCCC12NC(=O)N(CC(=O)Nc1cccnc1Cl)C2=O (stereo not given) | i | -11 | i | i | i | i | i | 0 | i | i | -4
CCCCCN1CC(O)=C(c2nc(-c3ccc(Cl)cc3)cs2)C1=N | i | 3 | i | i | i | i | i | 4 | i | i | -9
O=C(NCC1CCCO1)C1CCCN1C(=O)Nc1ccc(Cl)c(Cl)c1 (stereo not given) | i | -5 | i | i | i | i | i | 2 | i | i | -14
Cc1ccn2cc(-c3ccc(NS(=O)(=O)c4ccccc4)cc3)nc2c1 | i | . | i | i | i | i | i | -11 | i | i | -4
O=C(CN1CCC(NC(=O)c2ccccc2F)CC1)Nc1ccc2c(c1)OCO2 | i | -4 | i | i | i | i | i | 15 | i | i | -9
O=C(O)C1CCC(N2C(=O)c3cccc([N+](=O)[O-])c3C2=O)CC1 (stereo not given) | i | 2 | i | i | i | i | i | 4 | i | i | -5
COc1ccc(Cl)cc1S(=O)(=O)N1CCC(C(=O)NCCC2=CCCCC2)CC1 | i | -6 | i | i | i | i | i | -5 | i | i | -10
CC(NC(=O)C1CCC(CNC(=O)[C@@H]2Cc3ccccc3CN2)CC1)c1ccccc1 (stereo not given in full) | i | 1 | i | i | i | i | i | 5 | i | i | -6
COC(=O)[C@@H]1CC[C@H](C)[C@@H](c2ccc(C)cc2)N1C(=O)c1ccc(/C=N/O[C@H](C)c2cn([C@@H]3COC[C@H]3O)nn2)cc1 | i | 8 | . | i | i | i | i | . | . | i | -12

Not all compounds are listed (hit frequency here may not be typical).
